Screening results deposited in PubChem BioAssay by several laboratories.
KKLEB cytotox: CF airway cell cytotoxicity counter-screen. KKLEB CF airway cells viability, ATPlite luminescence, overnight; active compounds read low; cells stimulated with P. aeruginosa culture filtrate. activity change (cytotoxicity), % at 5 µM. 360,000 compounds, 0.36% hits. AID 602141;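 active = corrected activity change at or below -50% at 5 µM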
NR5A2 inv ag: suppresses constitutive activity of human LRH-1 | HEK293T StAR-luciferase reporter, LRH-1 transfected, 24 h | AID 602396 | inhibition, % at 3.6 µM | 360,000 compounds, 0.13% hits | O00482;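 active = inhibition above the mean inhibition of all tested compounds plus 3 SD, cut at about 73% in these data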;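 also: 0% = DMSO wells and 100% = reporter-only cells lacking LRH-1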
TWEAK Fn14 block: TWEAK-Fn14 signaling inhibition | 360,000 compounds, 2% hits | AID 1159606 | TWEAK-stimulated Fn14 reporter cells, luciferase luminescence, 8 h | inhibition, % at 10 µM; in the data active = inhibition above about 50%
Shn3 3UTR inh: inhibitors of Schnurri-3 3'UTR reporter in osteoblasts; Clone20 osteoblast Shn3 3'UTR firefly luciferase, 24 h; 360,000 compounds, 0.52% hits; AID 588674; inhibition, % at 12.5 µM;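 active = mean inhibition of at least 75% with every replicate also reaching 75%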;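 also: 0% = median of neutral control wells and 100% = pilot-screen positive control compound; some compounds past the cut are filed as inactive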
NCOA3 inh: human NCOA3 inhibition | Q9Y6Q9 | HEK293 GAL4-SRC3 luciferase reporter, luminescence | inhibition, % at 3.6 µM | 360,000 compounds, 0.17% hits | AID 588352;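 active = inhibition above a per-campaign cutoff, the mean of all compounds plus 3 SD, cut at about 60% in these data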;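 also: 0% = DMSO-treated cells and 100% = gossypol-treated cells at 36 µM; higher means less SRC3-driven luciferase light from the GAL4 reporter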
Target sequence (Q9Y6Q9 whole entry, looked up, the tested form may be a part): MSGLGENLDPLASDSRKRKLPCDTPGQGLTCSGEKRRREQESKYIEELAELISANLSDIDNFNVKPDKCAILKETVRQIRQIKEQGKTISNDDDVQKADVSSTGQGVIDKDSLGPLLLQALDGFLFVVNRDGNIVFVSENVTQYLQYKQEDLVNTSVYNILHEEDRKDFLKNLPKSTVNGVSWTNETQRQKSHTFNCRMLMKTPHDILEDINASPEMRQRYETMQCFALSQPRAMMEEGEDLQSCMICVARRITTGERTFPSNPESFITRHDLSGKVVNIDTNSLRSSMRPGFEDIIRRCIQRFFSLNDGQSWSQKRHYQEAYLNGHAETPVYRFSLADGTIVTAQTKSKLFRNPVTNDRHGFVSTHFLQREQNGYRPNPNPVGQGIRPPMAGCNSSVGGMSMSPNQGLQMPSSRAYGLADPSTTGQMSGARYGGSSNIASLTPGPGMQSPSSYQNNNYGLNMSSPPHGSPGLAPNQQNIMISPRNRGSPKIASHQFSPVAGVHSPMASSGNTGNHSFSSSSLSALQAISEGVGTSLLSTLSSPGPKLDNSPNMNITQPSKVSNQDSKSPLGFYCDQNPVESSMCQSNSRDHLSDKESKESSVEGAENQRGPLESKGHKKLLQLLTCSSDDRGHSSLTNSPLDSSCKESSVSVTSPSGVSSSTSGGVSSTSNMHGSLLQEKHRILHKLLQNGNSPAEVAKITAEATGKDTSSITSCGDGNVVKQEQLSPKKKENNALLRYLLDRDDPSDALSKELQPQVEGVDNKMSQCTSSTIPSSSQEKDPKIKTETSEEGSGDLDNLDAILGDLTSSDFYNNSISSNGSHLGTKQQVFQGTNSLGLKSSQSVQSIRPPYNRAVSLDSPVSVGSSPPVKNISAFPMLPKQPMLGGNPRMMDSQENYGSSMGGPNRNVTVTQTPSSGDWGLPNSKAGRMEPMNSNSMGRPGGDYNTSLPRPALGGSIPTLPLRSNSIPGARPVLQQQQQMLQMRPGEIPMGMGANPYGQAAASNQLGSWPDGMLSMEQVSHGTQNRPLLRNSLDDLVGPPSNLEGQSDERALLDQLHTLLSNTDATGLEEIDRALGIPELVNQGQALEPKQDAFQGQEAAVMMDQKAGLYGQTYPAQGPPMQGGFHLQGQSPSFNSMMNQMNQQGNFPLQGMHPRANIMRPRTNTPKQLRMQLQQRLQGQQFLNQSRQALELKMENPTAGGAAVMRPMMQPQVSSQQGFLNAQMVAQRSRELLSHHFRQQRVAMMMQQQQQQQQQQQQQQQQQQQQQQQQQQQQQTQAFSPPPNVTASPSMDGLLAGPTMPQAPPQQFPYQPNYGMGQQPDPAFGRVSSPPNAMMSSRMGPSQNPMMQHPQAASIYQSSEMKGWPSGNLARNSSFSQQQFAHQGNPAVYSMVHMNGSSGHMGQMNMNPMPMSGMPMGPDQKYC
LMP1 NFkB inh: Epstein-Barr LMP1 NF-kappaB reporter inhibition; LMP1-induced NF-kappaB luciferase reporter cells, luminescence; inhibition, % at 12.5 µM; 350,000 compounds, 0.69% hits; in the data active = inhibition above about 41%;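 also: 0% = neutral control wells and 100% = reference inhibitor control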
CF NFkB inh: cystic fibrosis NF-kB activation inhibition | KKLEB NF-kB-GFP reporter, PAF-induced, GFP fluorescence overnight | inhibition, % at 5 µM | 360,000 compounds, 0.86% hits | AID 588850;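 active = at least 50% inhibition at 5 µM, scaled per plate between neutral and stimulator controls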;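 also: PAF is a Pseudomonas aeruginosa culture filtrate used as stimulus; plate controls were PAF-stimulated DMSO wells for no effect and unstimulated DMSO wells for full effect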
COUP-TFII inh: NR2F2 (human) inhibition, primary screen | P24468 | HEK293T NGFI-A luciferase reporter, luminescence | 370,000 compounds, 0.7% hits | inhibition, % at 8.6 µM | AID 686940;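 active = inhibition above a per-plate cutoff, mean inhibition of test wells between control levels plus 3 SD, cut at about 38% in these data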;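 also: cells cotransfected with COUP-TFII expression vector driving the NGFI-A reporter; 0% = median of COUP-TF2 test wells and 100% = reporter-only cells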
TROY NFkB inh: TROY signaling inhibition; Q293 LMP1-TROYcd NF-kB luciferase reporter, 4 h; inhibition, % at 10 µM; 360,000 compounds, 0.98% hits; AID 1347056;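 active = compounds whose plate-normalised and pattern-corrected inhibition of the luciferase reporter signal at the single screening dose is 50% or more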
C8 TRAIL sens: caspase-8 TRAIL sensitization | NB7+C8 cells + TRAIL, ATPlite viability luminescence | inhibition (viability loss, TRAIL sensitization), % at 10 µM | 360,000 compounds, 1% hits | AID 624354;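 active = compounds causing at least 50% loss of cell viability in the single-dose screen, relative to plate controls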
NCOA1 inh: inhibits human SRC1 coactivator; Q15788; HEK293 GAL4-SRC1 luciferase reporter, luminescence; inhibition, % at 3.6 µM; 360,000 compounds, 0.12% hits; AID 588354;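 active = inhibition above the campaign mean plus 3 SD, with each screening campaign given its own cutoff, cut at about 60% in these data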;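 also: 0% = DMSO treated cells and 100% = gossypol at 36 µM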
* marks the source's active call; other numbers are inactive results; . = not tested or not shown. Only part of the results is shown (hit frequency here may not be typical).

Every second line gives: KKLEB cytotox	NR5A2 inv ag	TWEAK Fn14 block	Shn3 3UTR inh	NCOA3 inh	LMP1 NFkB inh	CF NFkB inh	COUP-TFII inh	TROY NFkB inh	C8 TRAIL sens	NCOA1 inh
- Cc1ccc(N(CC(=O)Nc2cccc(N(C)S(C)(=O)=O)c2)S(C)(=O)=O)cc1
 : 12	-13	28	8	18	2	-7	13	-2	2	13
- CC(=O)c1cccc(NC(=O)Nc2ccc(C)cc2)c1
 : 2	-69	-3	-62	-66	-20	0	-27	-56	27	-41
- NC(=O)C1CCCN1 (stereo not drawn)
 : 10	3	6	8	1	8	-13	1	-13	-1	-4
- COc1ccc(N2CCN(c3cc(C(=O)Nc4cc(OC)c(OC)c(OC)c4)ncn3)CC2)cc1OC
 : 15	-1	0	9	-25	.	-35	3	11	14	-6
- O=C(c1ccc2c(c1)OCO2)N1CCN(c2ccc(C(F)(F)F)cn2)CC1
 : 12	0	2	-14	-10	13	9	20	12	-3	-9
- N#CC(c1ccc(Cl)nn1)c1c(F)cccc1Cl (stereo not drawn)
 : -4	3	2	-9	-8	3	-6	18	-29	-4	-14
- COCCOC(=O)c1c(NC(=O)COC(=O)c2ccc(C)o2)sc(C(N)=O)c1C
 : -17	-13	-13	10	-20	4	-22	-11	20	6	-1
- O=C(N/N=C/c1ccc([N+](=O)[O-])cc1)c1cccc2cc[nH]c12
 : -5	-20	-32	-16	-15	-19	18	-29	-30	1	-4
- COc1ccc2nc(C)cc(N/N=C/c3ccc(F)cc3)c2c1
 : -77*	10	-347	54	14	-7	28	-20	-70	93*	-4
- COc1ccccc1N(CC(=O)NCCSc1ccccc1)S(=O)(=O)c1ccccc1
 : -9	-16	25	30	4	3	0	2	2	19	-9
- O=C(N/C=N/OCc1ccc(Cl)cc1Cl)NOCc1ncc(C(F)(F)F)cc1Cl
 : -9	20	5	16	14	4	5	-7	25	-17	6
- Cc1cc2cc(CNC(=S)NC3CCCCC3)ccc2[nH]1
 : 10	-4	20	10	10	4	-4	3	19	-3	1
- Cc1cccc(N(C)C(=O)c2cc(S(=O)(=O)N3CCc4ccccc43)cn2C)c1
 : 7	-19	5	-4	-24	-4	-3	26	-4	31	-2
- Cc1cc(S(=O)(=O)N2CCCC2)ccc1OCC(=O)NCc1ccccc1
 : 3	18	-13	-18	20	2	13	3	19	0	-13
- CC(=O)Nc1ccc(S(=O)(=O)N(C)CC(=O)Nc2ccccc2N2CCOCC2)cc1
 : 4	-3	-8	1	-16	0	-5	11	-2	-7	-36
- CCCC(=O)Nc1nnc(CCc2ccccc2)s1
 : 4	-8	-12	-5	12	9	-1	3	4	-9	-23
- O=Cc1cn(CCOc2ccccc2F)c2ccccc12
 : -1	-16	-5	-13	-14	-7	2	18	-8	8	-22
- O=C(NCCOc1ccccc1)C(=O)c1c[nH]c2ccccc12
 : 2	-22	-10	.	-10	-3	1	-13	-29	-8	-24
- COc1ccc(C2=CSC3=NCCN23)cc1OC
 : 6	5	15	21	-10	2	-28	6	-11	-1	13
- CC(=O)Nc1ccc(OCC(O)CN2CCN(c3ccc(C)c(Cl)c3)CC2)cc1 (stereo not drawn)
 : 11	-11	12	6	13	2	5	2	-3	4	-7
- COc1ccc(/C=C(\CC(=O)O)c2nc3ccccc3s2)cc1O
 : 6	5	17	-47	10	16	6	19	-10	-4	-7
- CC(C)(C)OC(=O)COc1cc(O)c2c(=O)cc(-c3ccccc3)oc2c1
 : -3	-7	24	-8	-7	-3	2	-1	8	-7	-8
- COC(=O)c1coc(-c2ccc(OC)cc2)c1C(=O)OC
 : -1	-54	-27	-8	-19	-19	-2	-47	-61	7	-42
- COc1ccc(OC)c(NC(=O)CSC2=NCCS2)c1
 : 19	29	-17	-11	-2	-4	-22	-2	7	-2	-11
- O=C(c1ccc(-c2ccccc2Cl)o1)N1CCC1
 : -4	-107	-27	-71	-63	-11	-6	-29	-38	12	-59
- Cc1cccc(NS(=O)(=O)c2cc3c(cc2C)N(C)CCO3)c1
 : -15	-4	18	8	7	-11	-1	6	6	-20	5
- COc1ccc(C/C(N)=N/n2cnnc2)cc1
 : -1	-1	-5	-6	-15	-6	-17	9	-1	5	-18
- CN(C)c1ccc(C(c2ccc(N(C)C)cc2)C(O)c2ccccc2)cc1 (stereo not drawn)
 : -11	37	-1	-17	3	-2	24	2	2	-8	6
- COC(=O)CSc1nc2sc3c(c2c(=O)n1-c1ccc(OC)cc1)CCN(C)C3
 : -5	22	5	-1	-3	4	5	17	-19	0	0
- O=C1CNCc2[nH]c3ccccc3c2N1c1ccccc1
 : -3	10	3	-5	-4	6	-8	-11	-12	-29	-13
- Cc1ccc2nc(-c3ccc(Cl)cc3)c(Cc3ccccc3C(F)(F)F)n2c1
 : 9	-135	20	-16	-53	.	-4	-35	-6	13	-77
- CCCS(=O)(=O)NC(=O)C1(C)CCN(C(=O)c2ccnc(Cl)c2)C1 (stereo not drawn)
 : -2	12	-6	2	5	.	-7	8	-1	-14	6
- O=C(c1ccccc1)N1CCCC(C(=O)N2CCCCCC2)C1 (stereo not drawn)
 : 5	15	10	-4	16	-1	-8	5	12	-4	9
- Cc1cc(/C=C(/C#N)C(=O)O)c(C)n1CCC(C)C
 : -10	-11	23	-8	11	1	-9	2	9	12	-2
- CC1CC(C)CN(CC(=O)Nc2ccc3c(c2)OCCO3)C1 (stereo not drawn)
 : 6	-38	19	-57	-40	-33	-10	-11	46	-3	-56
- COCCOC(=O)c1c(NC(=O)CN2c3ccccc3CC2C)sc(C(N)=O)c1C (stereo not drawn)
 : -5	-14	6	12	-6	1	0	21	8	-3	8
- CN(Cc1ccccc1)C(=O)CN1C(=O)NC(C)(c2ccc(Cl)cc2)C1=O (stereo not drawn)
 : -5	9	27	1	-4	-10	1	21	-17	-7	-15
- O=[N+]([O-])c1cc(Br)c(O)c(C=Nc2ccc(N3CCOCC3)cc2)c1
 : 8	5	42	0	16	-9	2	22	28	-8	-3
- NS(=O)(=O)c1cccc(NC(=O)CSc2nnc(-c3ccccc3F)n2C2CC2)c1
 : 5	6	9	4	14	-7	-9	-7	-6	-14	3
- COc1ccc(CC(=O)Oc2ccccc2C)cc1
 : -10	6	4	7	-15	-17	9	-8	-19	3	3
- Cc1nc([N+](=O)[O-])c(Br)n1CC(=O)c1cccc([N+](=O)[O-])c1
 : -2	-2	42	-20	17	7	21	1	18	-10	-18
- O=C(Cc1ccccc1)N/N=C/c1cccc([N+](=O)[O-])c1
 : -2	-20	-1	22	5	8	3	-24	-13	2	0
- COc1ccc(-n2nnnc2CNC(=O)C(=O)c2c(C)[nH]c3ccccc23)cc1
 : -3	-24	-15	-5	2	-4	3	-19	-9	-10	-4
- CCOc1ccc(-n2ccnc2SCC(=O)Nc2nnc(C)s2)cc1
 : 6	14	2	10	-11	-9	3	-10	1	9	9
- COC(=O)Cn1c(SCc2ccccc2)nc2ccccc21
 : -5	-52	-6	-18	-13	-12	16	-26	-16	0	-35
- CCOC(=O)c1c(NC(=O)CN2C(=O)CN(C)C2=O)sc(C)c1C
 : 3	-26	-19	16	17	-5	-14	18	-5	-8	-6
- CCOC(=O)CN1CC23C=CC(O2)C(C(=O)Nc2cc(OC)ccc2OC)C3C1=O (stereo not drawn)
 : -11	-13	10	0	18	-6	3	-4	-15	4	-4
- N#Cc1ccc(Oc2ncccn2)cc1
 : -12	5	-2	-16	5	-3	25	4	5	-2	6
- O=C(Cc1cccc([N+](=O)[O-])c1)Nc1ccc(C(=O)N2CCCCC2)cc1
 : -18	-8	-15	9	-18	4	22	0	-2	5	-3
- O=C(O)C1CCCCC1C(=O)NCc1ccc2c(c1)OCO2 (stereo not drawn)
 : 8	-2	0	2	-49	0	-1	-11	-4	7	-4
- O=C(OCC(=O)N1CCOCC1)c1cc2ccccc2oc1=O
 : 3	-4	0	-2	-15	-5	1	-23	4	-8	-8
- CC1=CC(C)C(COC(=O)CN2CCCCC2)C(C)C1 (stereo not drawn)
 : -19	-5	-12	4	14	0	19	-4	4	-15	-5
- COc1ccc(CCNC(=O)c2ccc(Cl)c(S(=O)(=O)N(C)c3ccccc3)c2)cc1
 : 12	11	58*	2	12	-5	-9	17	53*	3	-5
- CCCCC1C2C(=O)N(c3ccc(C)cc3)C(=O)C2ON1c1ccccc1 (stereo not drawn)
 : 8	-38	-29	-26	-27	.	4	-8	-28	-3	-48
- O=C(C1=C[C@@H](c2coc3ccccc3c2=O)C[C@@H](OCc2ccc(CO)cc2)O1)N1CCOCC1
 : -5	-9	5	8	-20	-7	0	1	0	-9	1
- COc1ccc(-c2noc(C(=O)NCc3ccc(F)cc3)n2)cc1OC
 : 10	28	-33	-12	14	-2	1	2	4	-2	-7
- NC(=O)c1cc2cc(Br)ccc2o/c1=N/NC(=O)c1cccc(F)c1
 : 4	-2	-26	2	-5	.	-20	17	-2	-28	1
- N#Cc1ccc(C(=O)OCC(=O)N2CCCC2)cc1
 : 4	4	-7	-8	-25	-1	-2	-22	6	-24	1
- CN(CC(=O)Nc1ccc(Cl)cc1)C(=O)c1ccc(COc2ccccc2)cc1
 : -11	11	10	18	-10	-1	13	1	12	9	-19
